pCIP destab: p/CIP protein destabilization. Q05BA5. F442A p/CIP-EGFP cells, EGFP fluorescence, 16 h. decrease of EGFP signal, % at 10 µM. actives 0.01% (n = 290,000);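 active = EGFP signal decrease of at least 30% at 10 µM or well 3 SD below plate mean, unless failing retest; inactive = the rest, including hits failing retest or dose response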; also: some compounds called inactive have numbers as strong as hits; many of its hits are not listed in these tables
NS3 helicase inh: inhibitors of Hepatitis C virus NS3 helicase; AID 1800; inhibition, % at 10.9 µM; NS3 helicase DNA unwinding, Cy5 molecular beacon fluorescence; actives 0.56% (n = 290,000);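 active = inhibition above the mean of all tested compounds plus 3 SD, set per campaign, cut at about 35% in these data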;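 also: 0% = DMSO wells and 100% = thioflavine S control wells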
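System: HCV NS3 helicase fragment; control set: DMSO and thioflavine S; technique: Cy5 fluorescence at 0 and 60 min, beacon hairpin quenching; reagent: beacon DNA duplex substrate plus ATP; replicates: singlicate; schedule: 1 h reaction at 25 °C, ATP-initiated; medium: MOPS buffer pH 6.5 with MgCl2, DTT, Tween20, BSA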
DNA FID counter: fluorescent intercalator displacement, NS3 helicase counter-screen; DNA fluorescent intercalator displacement, fluorescence; inhibition, % at 7.9 µM; actives 0.17% (n = 290,000); AID 1845; in the data active = inhibition above about 37%;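 also: 0% = vehicle and 100% = reference compound; higher means more ethidium bromide displaced from hairpin DNA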
VIM-2 inh: inhibitors of Pseudomonas aeruginosa VIM-2 metallo-beta-lactamase. actives 0.89% (n = 290,000). purified VIM-2, nitrocefin hydrolysis, epi-absorbance fluorescence. inhibition, % at 5.6 µM;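 active = inhibition above the mean of all tested compounds plus 3 SD, cutoff set per screening run, cut at about 7.5% in these data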;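 also: red hydrolysis product quenches plate fluorescence so inhibitors raise well fluorescence; 0% = enzyme with DMSO and 100% = DMSO without enzyme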
IDE cell inh: cellular human IDE inhibition; inhibition, % at 5.59 µM; actives 0.41% (n = 320,000); AID 434962; HEK cells, FAbetaB cleavage, fluorescence polarization; P14735;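 active = percent inhibition above the average of all tested compounds plus 3 SD, set per screening campaign, cut at about 16% in these data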;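 also: IDE supplied by intact live HEK cells; FP after avidin binding of uncleaved biotin substrate so inhibition keeps polarization high; 0% = DMSO wells and 100% = 60 µM reference IDE inhibitor Ii1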
IDE cell activ: IDE (human) activation, cell-based | P14735 | HEK cells, FAbeta-B cleavage, fluorescence polarization; 0% vehicle, 100% cell-free pure enzyme wells | activation, % at 5.96 µM | actives 0.073% (n = 340,000) | AID 493087;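 active = activation above the mean of all tested compounds plus 3 SD, set per screening campaign, cut at about 17% in these data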
PfM18AAP inh: blocks P. falciparum M18 aspartyl aminopeptidase; recombinant PfM18AAP, H-Glu-NHMec fluorogenic cleavage; inhibition, % at 7.35 µM; actives 1.2% (n = 290,000);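 active = inhibition above the campaign mean inhibition over all tested compounds plus 3 SD, cut at about 28% in these data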;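 also: 0% = plate median of test compound wells and 100% = 2 mM ZnCl2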
UBC9 SUMO inh: blocks human SUMOylation mediated by UBC9; HTRF SUMOylation assay, SAE1/SAE2 + UBC9, in vitro; inhibition, % at 35 µM; actives 0.36% (n = 290,000); AID 2006; in the data active = inhibition above about 50%, passing the limit was not always enough; also: strong numbers were not always called active
Target sequence (P63279 whole entry, looked up): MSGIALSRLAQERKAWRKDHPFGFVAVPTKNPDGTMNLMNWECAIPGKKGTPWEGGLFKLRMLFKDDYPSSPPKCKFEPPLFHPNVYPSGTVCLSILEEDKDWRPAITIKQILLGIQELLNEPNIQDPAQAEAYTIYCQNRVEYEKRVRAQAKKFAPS
IMP-1 inh: blocks Pseudomonas aeruginosa IMP-1 metallo-beta-lactamase | purified IMP-1, nitrocefin hydrolysis, epi-absorbance fluorescence | inhibition, % at 5.6 µM | actives 0.45% (n = 290,000) | AID 1556;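 active = inhibition above the mean plus 3 SD of all compounds in the same screening run, cut at about 4.5% in these data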;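 also: 0% = IMP-1 with DMSO and 100% = DMSO wells lacking enzyme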
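System: Purified recombinant IMP-1 metallo-beta-lactamase enzyme | Measured by: Fluorescence quenching readout, ex 480/em 530 nm | Replication: Singlicate | Incubation: 15 min preincubation plus 25 min reaction at 25 °C | Evaluation: Percent inhibition from optical density relative to buffer-blank wells | Benchmarks: DMSO with and without IMP-1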
* hit, by the source's call; nt = no result given. Compounds as they come, and some 3.6% of all compounds hit somewhere here.

SMILES	pCIP destab	NS3 helicase inh	DNA FID counter	VIM-2 inh	IDE cell inh	IDE cell activ	PfM18AAP inh	UBC9 SUMO inh	IMP-1 inh
COc1ccc(CC(=O)Nc2ccc(OC)nc2)cc1	-5	3	-1	-0.9	8	3	-2	1	-1.4
O=c1cc(-c2ccc(O)cc2)oc2cc(O)c(C3OC(CO)C(O)C(O)C3O)c(O)c12 (configuration not stated)	-17	19	-4	-2.4	-6	5	44*	25	-1.9
CNC(=S)Nc1ccc([N+](=O)[O-])cc1	6	-5	-3	-3.9	0	5	8	7	-2.8
CCN(CC)S(=O)(=O)c1ccc(Cl)c(NC(=O)CSc2nnc(-c3cccs3)o2)c1	-8	-7	-20	-2.2	8	6	3	4	-3.8
CCCNC(=O)Nc1cc(C)on1	6	9	2	-6.0	1	10	-5	12	-1.2
CC(=O)Nc1ccc(N/C(=N\S(=O)(=O)c2ccccc2)c2ccccc2)cc1	21	8	-14	-0.9	2	4	2	-1	-2.4
c1ccc(-c2nnc(SCCC3OCCCO3)o2)cc1	-10	3	-8	-1.9	-4	4	2	3	-1.2
O=C(Nn1c(C2CCC2)nc2ccccc2c1=O)c1cccs1	8	-12	-9	-1.9	-11	6	2	6	-2.9
CCN(CC)CCCNC(=O)COc1ccc2oc3c(c2c1)CCCC3	-16	1	2	-0.1	-2	2	0	4	-1.9
C/C(=N\Nc1nc2ccccc2[nH]1)c1cccs1	-8	-14	9	-2.4	1	7	16	6	-3.1
Cc1ccc(NC(=O)Cc2nc(CSc3nnc(-c4ccc5c(c4)OCO5)o3)cs2)cc1	-3	-6	-7	-1.4	7	2	-3	-1	-3.4
O=c1nc(-c2ccccc2Cl)c2cc(F)ccc2[nH]1	4	4	-3	-0.8	0	6	5	32	-2.6
Cc1noc(C)c1S(=O)(=O)N(C)CC(=O)Nc1ccc(F)cc1	-13	-2	0	-5.0	7	1	-2	18	-0.9
COC(=O)Nc1ccc(NC(C)=O)cc1	-8	-3	2	-2.1	2	2	-2	18	-0.8
CCOC(=O)N1CCN(C(=O)C2CCN(S(=O)(=O)c3cc(Cl)ccc3Cl)CC2)CC1	4	-7	-31	-6.2	-2	-4	2	1	-5.2
C#CC(CCN1CCCCC1)(OC)c1ccccc1 (configuration not stated)	2	1	-1	-0.9	nt	3	-3	1	-4.0
COc1ccc(NC(=S)Nc2ncccc2C)c(OC)c1	-13	-12	-11	-4.0	3	5	16	0	-2.9
CCOc1ccccc1CNC(=O)C1CCCN(c2nn3c(=O)cc(C)nc3s2)C1 (configuration not stated)	-2	7	-29	-2.2	-4	-1	0	4	-2.8
CC1(C)Cc2nc(-c3ccccc3)n3cnnc3c2CO1	-9	0	-5	-2.6	4	4	1	28	-3.2
CN(C)CC(=O)N1c2ccccc2CCc2ccc(NC(=O)c3ccc(N)cc3)cc21	-5	-84	15	-1.4	-7	-7	-7	-1	-7.6
CC(CC(=O)Nc1ccc2c(c1)OCCO2)c1ccccc1 (configuration not stated)	4	3	-1	-2.4	-1	7	7	16	-3.2
O=C(NC1CCCCC1)c1cc(N2C(=O)CCC2=O)ccc1Cl	-13	-15	-5	0.4	1	3	-9	6	-0.6
CCCCOc1ccccc1P(=O)(O)CP(=O)(c1ccccc1)c1ccccc1	7	-4	-32	1.3	10	8	12	9	0.6
Cc1nn(C)c(C)c1CN(C)C(=O)c1cnn2c1NC(c1ccccc1)CC2C(F)(F)F (configuration not stated)	-2	-7	-41	-0.4	-8	2	4	-1	-2.4
COc1cccc(/C=N/NC(=O)c2nnn(-c3nonc3N)c2CN(C)c2ccccc2)c1	-6	-10	-23	2.2	-4	7	-4	-7	-0.7
COc1ccc(NC(=O)NCCN2CCc3ccccc3C2)cc1	-4	0	4	-2.0	1	-3	2	19	-3.0
COc1ccccc1-n1cnnc1SCC(=O)Nc1cccc(S(N)(=O)=O)c1	0	-4	-11	0.1	-1	-4	4	13	-4.7
CCC(C)(C)NC(=O)C(c1ccco1)N(C(=O)Cn1nnc2ccccc21)c1ccc2c(c1)OCO2 (configuration not stated)	-10	1	-34	-2.5	-8	11	1	5	-3.0
NC(=O)C1(N2CCCCC2)CCN(C(=O)c2ccc(C#CC3(O)CCCCC3)cc2)CC1	-1	-4	-27	-4.0	-7	2	2	5	0.1
Cc1ccc(CSc2nnnn2C)cc1	5	1	2	-4.8	4	5	2	14	-2.6
COc1ccccc1NC(=S)N1CCN(c2ncccn2)CC1	-1	-3	-1	-0.6	-4	3	-12	-8	-1.4
COc1ccc(CCCc2nnc(SCc3nc4ccccc4c(=O)[nH]3)n2C)cc1	6	-5	-16	-0.9	2	4	2	-2	-2.9
CCn1cc(C(=O)NCc2cccc(F)c2)c(=O)c2cc(F)c(N3CCN(C(=O)c4ccco4)CC3)cc21	6	-12	-23	-3.9	2	4	-12	-10	-0.7
CCCCOC(=O)C(C)c1c(C)[nH]c(=S)[nH]c1=O (configuration not stated)	-17	-2	-2	-4.2	9	0	4	22	-3.1
Nc1nnc(SCc2ccccc2Cl)s1	-12	2	-5	-2.9	1	2	6	13	1.7
COc1ccc(CC2(C)OC(c3ccccc3)=NN2C(C)=O)cc1 (configuration not stated)	2	7	-25	-0.6	4	4	8	-12	-0.4
COC(=O)/C(C#N)=C/c1c(-c2ccccc2)nc2n1CCS2	-6	-9	-2	0.7	4	-1	0	45	0.6
COc1ccc(OC)c(NC(=O)C2CC(C)=C(C)CC2C(=O)O)c1 (configuration not stated)	7	0	-3	0.6	-5	2	17	10	-3.4
Cc1ccc(OCc2cc(C(=O)N(C)CCc3ccccn3)no2)cc1C	1	-2	-52	-1.8	10	-10	-4	15	-4.8
O=C(O)CSc1nnc(Nc2ccccc2)n1-c1ccccc1	-8	-15	-5	0.3	-5	-1	1	5	-1.7
COc1ccc(Cl)cc1NC(=O)C/C(C)=N/NC(=O)COc1ccc(C)cc1	-16	-11	-22	-2.0	1	3	-7	10	-1.6
CCC(CC)C(=O)Nc1cc(=O)n(C)c(=O)n1C	-14	-1	6	0.6	1	0	-3	7	-1.9
Cn1c(CO)cnc1S(=O)(=O)Cc1c(Cl)cccc1Cl	-13	6	-8	-2.7	1	-1	3	14	-1.4
Cc1n[nH]c(=S)n1/N=C/c1ccccc1	-11	1	3	-1.2	-2	-1	15	1	-1.4
CC(C)(C)n1nnnc1CN(Cc1ccc(F)cc1)Cc1ccco1	-5	-2	-23	0.5	2	3	-4	-15	-2.5
CC(=O)NC(c1ccc(Cl)cc1Cl)c1ccc2cccnc2c1O (configuration not stated)	-11	36*	-26	-2.3	nt	0	10	34	0.7
O=C(c1ccccc1)N1CCc2[nH]nc(-c3ccccc3)c2C1	-6	7	-23	-1.9	1	2	-1	-2	-1.3
Cc1nc(NS(=O)(=O)c2cccs2)c2c3c(sc2n1)CCC3	-4	8	-8	-1.6	0	1	-5	15	-2.5
CCN1CCN(CC(O)COC(c2ccccc2)c2ccccc2)CC1 (configuration not stated)	-6	-9	8	-1.2	-1	0	-16	0	-2.6
CC(C)NC(=O)N(O)C1N(C(C)C)C(=O)N(Cc2ccc3c(c2)OCO3)C1(C)C (configuration not stated)	-10	-5	-14	-1.0	-1	5	11	27	-0.9

Retrieved one by one from the list above, four records:
SMILES	pCIP destab	NS3 helicase inh	DNA FID counter	VIM-2 inh	IDE cell inh	IDE cell activ	PfM18AAP inh	UBC9 SUMO inh	IMP-1 inh
O=C(Nn1c(C2CCC2)nc2ccccc2c1=O)c1cccs1	8	-12	-9	-1.9	-11	6	2	6	-2.9
COC(=O)Nc1ccc(NC(C)=O)cc1	-8	-3	2	-2.1	2	2	-2	18	-0.8
O=C(O)CSc1nnc(Nc2ccccc2)n1-c1ccccc1	-8	-15	-5	0.3	-5	-1	1	5	-1.7
Cc1ccc(CSc2nnnn2C)cc1	5	1	2	-4.8	4	5	2	14	-2.6

Additional entries
SMILES	pCIP destab	NS3 helicase inh	DNA FID counter	VIM-2 inh	IDE cell inh	IDE cell activ	PfM18AAP inh	UBC9 SUMO inh	IMP-1 inh
CC1CCc2cc(F)ccc2N1C(=O)c1ccc2c(c1)OCO2 (configuration not stated)	-6	-8	-18	-0.5	-2	7	-6	-10	-1.3
Cc1ccc(C(=O)Nc2ccc(C(=O)N/N=C/c3cccnc3)cc2)cc1	-3	9	-9	7.4	6	4	-2	-8	0.6
Cc1c(NC(=O)c2ccc(C(=O)Nc3c(C)n(C)n(-c4ccccc4)c3=O)cc2)c(=O)n(-c2ccccc2)n1C	13	0	-1	-1.5	-5	2	-8	17	-3.2
O=C(Cc1ccccc1)N/N=C/c1ccc(OCC(=O)Nc2ccccc2)cc1	-1	-10	-7	-1.0	0	-1	-1	-11	-1.8
OCCC1CN(Cc2ccccc2-c2ccco2)CCN1C1CCCC1 (configuration not stated)	-3	-6	13	-2.8	-3	2	5	21	-2.9
CC(=O)Nc1cc(C(F)(F)F)ccc1Oc1cccc(Br)c1	-9	-12	-16	-1.2	0	-2	-3	-18	-0.8
Cn1c(Cn2cnc([N+](=O)[O-])n2)nnc1SCC(=O)Nc1cccc(Cl)c1	-2	-4	6	-1.9	-3	-3	-13	0	-2.2
O=C(Cn1cc([N+](=O)[O-])cn1)N1CCN(Cc2ccc3c(c2)OCO3)CC1	-6	0	-3	-0.7	4	1	1	-10	-3.0
Fc1ccc(-c2nn(-c3ccccc3)cc2CNCc2ccccc2)cc1	-4	-51	24	-1.4	0	nt	-12	-24	-1.4
Cc1cccc(NC(=O)c2nnn(-c3cccc(C(F)(F)F)c3)c2N)c1	5	2	-2	-3.7	-6	3	3	7	0.8
CNS(=O)(=O)c1cccc2nsnc12	-4	2	9	-1.4	-4	-6	9	3	1.0
Cc1c(NC(=O)c2ccc3c(c2)OCO3)cccc1-c1nc2ccccc2o1	-3	-10	-19	0.7	4	6	-9	32	-1.4
C=CCSc1nc2c(c(=O)[nH]c(=O)n2C)n1CC	-2	-8	-5	2.4	-2	1	-4	8	-1.6
COc1cc(-n2c(C)nc3cc(C(=O)N4CCOCC4)ccc32)cc(OC)c1OC	-4	-1	-13	-1.5	2	6	14	-12	-0.4
Cn1cc([N+](=O)[O-])c(C(=O)Nc2cc(Oc3ccccc3)cc([N+](=O)[O-])c2)n1	0	-28	21	0.2	-1	5	1	17	-2.4
Cc1ccccc1-n1c(-c2ccoc2C)n[nH]c1=S	-4	6	-8	8.6*	-1	-5	26	2	-3.4
CCCNC(=O)CS(=O)Cc1nc(-c2cccc(OC)c2)oc1C (configuration not stated)	-3	4	-12	-2.0	-2	1	0	8	-3.2
COc1ccc(CCN(C)c2ccc(C(N)=O)cc2[N+](=O)[O-])cc1OC	-6	-7	-14	2.5	4	-1	5	11	-0.1

Assay outcomes: PubChem, several laboratories
